# POLB inh – blocks human DNA polymerase beta activity; Potency, µM (series often up to 114 µM), for inactives: top-dose activity change, negative = inhibition, usual class: inhibitors; Pol beta primer extension/strand displacement, fluorescence kinetic; P06746; AID 485314; hit rate 1.3% among 340,000; further: potency means the concentration at half of the fitted maximal effect; on the % scale 0 is the no-effect control and ±100 the full control effect
#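 Human Pol beta at 10 nM; strand-displacement substrate 50 nM final. Compound exposure 15 min at room temperature before start, reaction 10 min at room temperature.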
# POLI inh – DNA polymerase iota (human) inhibition | Q9UNA4 | Pol iota fluorescent replication assay, 10 min | Potency, µM (highest dose often 115 µM), inactives show top-dose activity, negative = inhibition, actives largely listed as inhibitors | hit rate 1% among 390,000 | AID 588590; further: potency means the concentration at half of the fitted maximal effect
#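 Pol iota at 10 nM preincubated 15 min with compounds at room temperature; reaction started with fluorescent substrate, 50 nM final. Fluorescence read kinetically at 0 and 10 min; buffer-only wells as negative control.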
# POLH inh – blocks human DNA polymerase eta activity; Q9Y253; AID 588591; hit rate 1.2% among 390,000; recombinant Pol eta, fluorescent DNA replication assay; Potency, µM (doses to about 114 µM), without a hit: at the top dose activity change, negative = inhibition, most hits filed as inhibitors; further: potency means the concentration at half of the fitted maximal effect; on the % scale 0 is the no-effect control and ±100 the full control effect
# Target sequence (Q9Y253 whole entry, looked up): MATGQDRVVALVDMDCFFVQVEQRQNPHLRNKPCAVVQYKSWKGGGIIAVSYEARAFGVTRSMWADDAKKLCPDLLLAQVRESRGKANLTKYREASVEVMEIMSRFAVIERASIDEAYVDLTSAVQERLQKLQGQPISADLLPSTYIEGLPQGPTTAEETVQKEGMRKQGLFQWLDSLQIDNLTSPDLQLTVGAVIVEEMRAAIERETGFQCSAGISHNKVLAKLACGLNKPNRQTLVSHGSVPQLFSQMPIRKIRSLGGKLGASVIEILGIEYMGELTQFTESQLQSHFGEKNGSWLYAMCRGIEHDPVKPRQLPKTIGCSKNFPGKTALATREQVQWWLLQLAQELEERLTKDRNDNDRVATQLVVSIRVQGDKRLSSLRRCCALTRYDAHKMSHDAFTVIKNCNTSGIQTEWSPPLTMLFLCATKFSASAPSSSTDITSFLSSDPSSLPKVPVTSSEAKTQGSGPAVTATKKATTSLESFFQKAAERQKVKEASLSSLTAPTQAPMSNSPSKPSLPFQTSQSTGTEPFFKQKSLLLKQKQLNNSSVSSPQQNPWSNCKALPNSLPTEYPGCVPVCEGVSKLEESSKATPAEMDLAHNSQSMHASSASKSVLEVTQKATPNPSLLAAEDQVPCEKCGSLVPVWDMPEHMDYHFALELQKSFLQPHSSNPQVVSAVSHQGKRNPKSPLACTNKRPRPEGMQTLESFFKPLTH
#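 Pol eta (10 nM) was preincubated with compounds for 15 min at room temperature, after which fluorescent replication substrate (50 nM final) was added to start the reaction. Fluorescence was read kinetically at 0 and 10 min.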
# Tb PGK inh – inhibitors of T. brucei phosphoglycerate kinase; AID 602233; P07378; Potency, µM (doses to about 57.5 µM), inactives show at the top dose activity change, negative = inhibition, most hits filed as inhibitors; PGK/GAPDH coupled, Kinase-Glo luminescence, 60 min; hit rate 0.043% among 380,000; further: potency means the concentration at half of the fitted maximal effect; on the % scale 0 is the no-effect control and ±100 the full control effect; nearly all actives have a fitted effect of over 60% in size
#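 Recombinant glycosomal PGK reaction used 1,3-bisphosphoglycerate generated in-well by GAPDH (100nM final) in 100mM TEA pH 7.6, 5mM MgCl2, 0.01% Tween-20. After 60 minutes at room temperature, ATP was read by Kinase-Glo Plus luminescence end-point.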
# APE1 inh – blocks human APE1 abasic DNA cleavage; P27695; recombinant APE1, TAMRA/BHQ-2 abasic DNA cleavage fluorescence; Potency, µM (titrated, usually from 65.8 µM), for the others: top-dose activity change, negative = inhibition, most hits filed as inhibitors; hit rate 0.35% among 350,000;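 further: potency means the concentration at half of the fitted maximal effect; plate controls were vehicle for no effect and reference inhibitor for full effect; nearly all actives have a fitted effect of over 55% in size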
#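 Incision of a quenched TAMRA/BHQ-2 THF abasic-site duplex (50 nM) by 0.75 nM APE1, after 15 min compound preincubation, measured as fluorescence increase over three 60 s reads. Values normalized to buffer, DMSO and NSC13755 control wells.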
# RXFP1 antag – blocks the human relaxin receptor RXFP1 | Q9HBX9 | HEK293-RXFP1, relaxin-stimulated cAMP HTRF, 30 min; active compounds read low | activity change, negative = inhibition, % at 57.5 µM | hit rate 0.59% among 350,000;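 active means activity change of -60% or lower, but not beyond a set lower limit; inconclusive means change between -60% and -40%, or beyond the set limit; inactive means change above -40%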; further: on the % scale 0 is the no-effect control and ±100 the full control effect
# BLM inh – inhibitors of human Bloom syndrome helicase BLM | hit rate 0.2% among 350,000 | Potency, µM (titrated, usually from 56.1 µM), for inactives: at the highest dose activity change, negative = inhibition, actives largely listed as inhibitors | P54132 | recombinant BLM DNA unwinding, fluorescence dequenching | AID 2528;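 further: potency means the concentration at half of the fitted maximal effect; plate controls were vehicle for no effect and no enzyme for full effect; nearly all actives have a fitted effect of over 35% in size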
# Pol kappa inh – blocks human DNA polymerase kappa activity; Q9UBT6; purified Pol kappa, fluorescent DNA synthesis assay, 10 min; Potency, µM (highest dose often 107 µM), inactives show top-dose activity, negative = inhibition, usual class: inhibitors; hit rate 0.53% among 400,000; AID 588579; further: potency means the concentration at half of the fitted maximal effect; on the % scale 0 is the no-effect control and ±100 the full control effect
#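 Activity was followed as the change in fluorescence between reads at 0 and 10 min after starting the reaction with 50 nM substrate. Beforehand, 10 nM polymerase had been preincubated with compound for 15 min at room temperature.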
# Apoferritin bind – candidate novel general anesthetic via apoferritin binding; P02791; apoferritin/1-aminoanthracene competitive binding, fluorescence; Potency, µM (top dose mostly 77.5 µM), inactives show at the highest dose activity change, negative = displacement, hits mostly inhibitors; hit rate 0.074% among 350,000; further: potency means the concentration at half of the fitted maximal effect; on the % scale 0 is the no-effect control and ±100 the full control effect; nearly all actives have a fitted effect of over 20% in size
# Target sequence (P02791 2-175 limits assumed): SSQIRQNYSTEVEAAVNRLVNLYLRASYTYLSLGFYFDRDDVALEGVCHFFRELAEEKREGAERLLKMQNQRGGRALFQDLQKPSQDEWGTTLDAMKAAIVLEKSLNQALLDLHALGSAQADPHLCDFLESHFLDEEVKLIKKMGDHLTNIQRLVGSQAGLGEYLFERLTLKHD
#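 Probe: 1-aminoanthracene (50% saturated, PBS). Protein: horse-spleen apoferritin, 10 uM. Incubation: 10 min, room temperature. Detection: 380 nm excitation, 535 nm emission. Analysis: normalized response, four-parameter Hill.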
# The depositor's hits bear a star; i = inactive; ? = inconclusive; nt = not tested or not shown; [ ] = remark or other dose. Unless noted, the call rests on the fitted dose curve; in most records, active means well fitted curve in the direction sought with a large enough effect; inconclusive means small, poorly fitted or top-dose-only effect, or another doubt; inactive means no such curve, though single readings can be large; an effect the other way counts as inactive or inconclusive.
SMILES,POLB inh,POLI inh,POLH inh,Tb PGK inh,APE1 inh,RXFP1 antag,BLM inh,Pol kappa inh,Apoferritin bind
Cc1ccc(O)c(NC(=O)COCc2cc(-c3ccco3)on2)c1,9%,11%,13%,-1%,nt,-10,1%,-3%,-8%
COc1ccc(CCN(Cc2nc3ccccc3c(=O)[nH]2)C(=O)c2ccco2)cc1OC,-1%,25%,-8%,8%,1%,-6,3%,1%,-5%
Cc1cccc(OCCCC(=O)Nc2ccccc2C(F)(F)F)c1,6%,12%,4%,-9%,-2%,-4,-6%,-11%,?
CC1CCCCN1Cc1ccc(N(C)C)cc1 (stereo not drawn),21%,61%[activator],-4%,-9%,-1%,-14,0%,2%[60.1 µM],-9%
Cc1ccccc1NC(=O)Cc1nc(COC(=O)c2cccc(C)c2O)cs1,3%,22%,-18%,i,19%,-3,-4%,1%,-11%
CN(CC(=O)Nc1ccccc1Cl)C(=O)c1cccc(-n2cccc2)c1,nt,-8%,-7%,-1%,40%,5,nt,-13%,nt
COc1ccc(OCC(O)CN2C(=O)c3ccccc3C2=O)cc1 (stereo not drawn),7%,-9%,-5%,i,20%,6,-2%,-17%,-12%
Cc1cc(C)c(C#N)c(SCc2[nH]nc3c2C(c2ccccc2)C(C#N)=C(N)O3)n1 (stereo not drawn),19%,-2%,-12%,-3%,-5%,3,1%,-5%,-17%
CCCN1CCN(C(=O)c2oc3ccccc3c2NC(=O)C2CC2)CC1,3%,26%,-4%,-9%,15%,-5,-2%,15%,-4%
COc1cccc(COC(=O)C2CCN(C(=O)c3ccccc3C)CC2)c1OC,10%,29%,-9%,i,-6%,-6,-4%,3%,-8%

# Compound profiles (already shown). Order of values: POLB inh, POLI inh, POLH inh, Tb PGK inh, APE1 inh, RXFP1 antag, BLM inh, Pol kappa inh, Apoferritin bind
# Profile of Cc1cc(C)c(C#N)c(SCc2[nH]nc3c2C(c2ccccc2)C(C#N)=C(N)O3)n1 (stereo not drawn) : 19%, -2%, -12%, -3%, -5%, 3, 1%, -5%, -17%
# Profile of CN(CC(=O)Nc1ccccc1Cl)C(=O)c1cccc(-n2cccc2)c1 : nt, -8%, -7%, -1%, 40%, 5, nt, -13%, nt

# (next part)
SMILES,POLB inh,POLI inh,POLH inh,Tb PGK inh,APE1 inh,RXFP1 antag,BLM inh,Pol kappa inh,Apoferritin bind
COc1ccc(N2CCN(Cc3csc(C)c3-c3ccc(C)cc3)CC2)cc1,-8%,56%[activator],-10%,6%,12%,-19,-8%,-15%,-5%
CCN(CC)C(=O)COc1coc(CN2CCN(c3cccc(Cl)c3)CC2)cc1=O,-13%,39%[activator],-16%,i,-8%,-2,-2%,7%,-10%
COC(=O)C1=C(C)N(c2ccc(F)cc2)C(=O)C1,-3%,10%,-6%,i,-1%,-6,-1%,-1%,-9%
O=S(=O)(Nc1cccc2ccccc12)N1CCCC1,6%,63%[activator],-12%,nt,-5%,11,-3%,-13%,?
Cc1cc(C(=O)NCc2cc(C(=O)O)oc2C)c(C)o1,0%,8%,?,-6%,1%,-2,2%,-8%,5%
COc1ccc(N2CCN(C(=O)C3CCCN(C(=O)c4cc5sccc5n4C)C3)CC2)cc1 (stereo not drawn),0%,4%,-4%,-6%,nt,-23,-6%,-10%,37%[activator]
Cc1ccc(NC(=O)CNCc2ccccc2)c(Br)c1,-1%,5%,-7%,i,1%,-4,-4%,-2%,-19%
CSc1cccc(NC(=S)NN(C)C)c1,17%,142%[activator],-16%,5%,4%,-20,0%,2%,-5%
CC[C@@H](C)[C@H](NC(=O)Cc1c(C)c2c(cc(C)c3c(C)c(C)oc32)oc1=O)C(=O)O,-2%,32%,-11%,-10%,-14%,3,-1%,-5%,59%[activator]
O=C(COC(=O)C1CC2C=CC1C2)Nc1c(Br)cc([N+](=O)[O-])cc1Br (stereo not drawn),nt,?,?,i,-11%,-3,nt,-17%,nt
CCOc1ccccc1CNC(=O)Cn1ccc2cc(S(=O)(=O)N3CCCC3)ccc21,12%,-2%,-17%,-8%,32%,2,2%,-7%,-4%
COc1ccc(CCNC(=O)CN2c3cccc4cccc(c34)S2(=O)=O)cc1OC,20%,6%,-1%,-9%,-22%,-6,5%,1%,-15%
Cc1cc(C(=O)NNC(=O)Cc2ccc(Cl)c(Cl)c2)c(C)o1,nt,31%[activator],-9%,-1%,15%,-6,nt,-4%,nt
O=S(=O)(Nc1ccc(Br)cn1)c1ccc2ccccc2c1,10%,-2%,13%,-1%,10%,2,-1%,-2%,-6%
O=C(CSc1oc(-c2ccco2)nc1S(=O)(=O)c1ccccc1)c1ccc(Cl)cc1,-1%,-17%,-6%,8%,nt,-10,-6%,-4%,-3%
CCOc1ccc(/C=C(\C#N)C(=O)NC2CC2)c(OCC)c1,nt,38%[activator],-8%,-7%,nt,-17,nt,-4%,nt
Cc1noc(N)c1C(=O)Nc1ccc(F)c(Cl)c1,-12%,?,3%,i,-7%,-1,-2%,-2%,-12%
CC(C)NC(=O)COc1ccccc1C#N,19%,0%,-12%,0%,4%,4,-4%,-2%,-1%
CC(C)N(Cc1ccccc1)CC(O)COc1ccc(S(=O)(=O)N2CCOCC2)cc1Cl (stereo not drawn),20%,156%[activator],?,-11%,13%,1,0%,-3%,-21%
N#CC1=C(S)N(c2ccc(F)cc2)C(c2cccs2)NC1=O (stereo not drawn),0%,12%,-14%,-4%,-1%,-13,-4%,-13%,-14%
CC12CCC(=O)N1C(C(=O)N1CCN(S(=O)(=O)c3cccc(C(F)(F)F)c3)CC1)CS2 (stereo not drawn),nt,-19%,-15%,-10%,22%,-7,nt,-13%,nt
Fc1c(F)c(F)c(N=Cc2ccc3ncccc3c2)c(F)c1F,-1%,5%,-21%,-6%,2%,0,0%,4%,-6%
CC(=O)c1ccc(Nc2c3c(c(C#N)c4nc5ccccc5n24)CCC3)cc1,4%,nt,nt,nt,0%,nt,-9%,nt,0%
CCC(C)Nc1nc(-c2ccc3c(c2)NC(=O)CO3)cs1 (stereo not drawn),19%,4%,-2%,-5%,-1%,-8,-2%,-11%,?
O=C(NC1CCCC1)C(c1ccncc1)N(C(=O)Cn1nnc(-c2ccccc2F)n1)c1cccc(F)c1 (stereo not drawn),17%,20%,1%,-3%,-11%,1,-3%,-6%,-2%
COc1ccc(CCNC(=O)CCSCc2ccccc2Cl)cc1OC,2%,-26%,-22%,-1%,nt,-21,3%,5%[60.1 µM],?
CCOc1ccc(-c2nonc2NC(=O)c2oc3cc(C)c(C)cc3c2C)cc1OCC,17%,0%,-13%,i,nt,-10,0%,-3%,-11%
CC(=O)N/C(=C\c1ccccc1)C(=O)OCC(=O)c1c(N)n(CC(C)C)c(=O)n(C)c1=O,nt,27%,-13%,i,30%,-11,nt,-8%,nt
O=C(Cc1ccccc1)NCC(=O)OCC(=O)c1ccccc1Cl,-16%,120%[activator],-16%,i,-3%,13,-11%,2%,-11%
Cc1cc(NC(=O)CCS(=O)(=O)c2cc3c4c(c2)CCN4C(=O)CC3)ccc1Br,0%,1%,-18%,i,nt,nt,-4%,-4%,-9%
COC(=O)c1ccc(NC(=O)CSc2nc(N)c(NC(=O)c3ccc(Br)o3)c(=O)[nH]2)cc1,-16%,19%,-13%,-4%,?,3,-7%,-16%,-4%
CCOC(=O)c1nn(-c2cccc(C)c2)c2nnc(Cc3ccc(C)cc3)c(=O)n12,12%,26%,-16%,-10%,11%,nt,-4%,-4%,-2%
CCN(CC)C(=O)c1sc2c(c1C)c(=O)n(-c1ccc(Cl)c(Cl)c1)c(=O)n2Cc1cc(=O)n2ccccc2n1,4%,8%,-26%,-1%,nt,-16,0%,2%[60.1 µM],5%
COc1ccc(NC(=O)COC(=O)Cc2ccc(Br)cc2)cc1,23%,53%[activator],-26%,i,-2%,0,-2%,-5%,?
C(=N\n1cnnc1)/c1cccnc1,1%,10%,-4%,2%,5%,8,-2%,-3%,-2%
COc1ccc(CCN=c2c([N+](=O)[O-])nn(-c3cccc(C)c3)n2O)cc1OC,30%,47%[activator],-14%,i,6%,1,2%,9%,-11%
CCN(CC)C(=O)C(=O)c1cccn1-c1ccc(C#N)cc1,3%,22%,-3%,-1%,18%,9,-4%,18%,-1%
Cc1noc(C)c1COc1ccccc1C(=O)NC(C)CCc1ccccc1 (stereo not drawn),nt,-3%,-3%,13%,nt,-5,nt,-13%,nt
CCOc1cc(C2NC(=O)NC(C)=C2C(=O)NCc2ccccc2)c(Cl)cc1O (stereo not drawn),0%,10%[58.9 µM],0%,2%,6%,7,0%,-6%,-15%
COC(=O)c1cc(OC)c(OCc2cc(C(=O)OC)oc2C)c(OC)c1,-12%,5%,-12%,-1%,-4%,-6,0%,-1%,6%
C[N+](C)(C)C(Cc1c[nH]c2ccccc12)C(=O)[O-] (stereo not drawn),?,nt,nt,nt,?,nt,-2%,nt,4%
O=C(NCCc1ccccc1)c1ccc2c(c1)N(Cc1ccc(Cl)cc1)C(=O)c1ccccc1S2(=O)=O,-2%,45%[activator],-26%,6%,nt,nt,-10%,-3%,-19%
c1ccc(CSc2nnc3c(n2)OC(c2ccco2)Nc2ccccc2-3)cc1 (stereo not drawn),?,?,?,-8%,-1%,-5,-9%,-37%,-16%
COc1ccc(CCn2c(=O)c3ccccc3n(CC(=O)Nc3cccc(C)c3)c2=O)cc1OC,4%,27%,-4%,i,nt,nt,-5%,6%,-21%
Oc1ccccc1C=NCCN1CCN(CCN=Cc2ccccc2O)C1c1ccccc1O (stereo not drawn),nt,35%[activator],-16%,-11%,nt,-13,nt,-16%,nt
CCOC(=O)C1=C(C)NC2=C(C(=O)c3ccccc32)C1c1ccc(O)cc1 (stereo not drawn),-20%,11%,-15%,0%,-6%,0,-5%,-17%,-11%
Cc1sc(N)nc1C12CC3CC(CC(C3)C1)C2,0%,126%[activator],-8%,11%,1%,-27,-2%,-13%,?

# Assay outcomes: PubChem, National Center for Advancing Translational Sciences (NCATS)

# These rows are one share of the data; the hit share may differ from the screen's.
